# KDM4E inh – qHTS Assay for Inhibitors of Human Jumonji Domain Containing 2E (JMJD2E); Lysine-specific demethylase 4E (Homo sapiens), B2RXH2; JMJD2E catalytic domain, FDH-coupled NADH fluorescence (FDH is formaldehyde dehydrogenase); Potency, µM (titrated, usually from 57.1 µM), inactives show at the top dose activity change, negative = inhibition, usual class: inhibitors; 230,000 compounds, 1.6% hits; AID 2147, 2009; active means well fitted inhibition curve with a large enough effect, not every such curve was filed as active; inconclusive means small, poorly fitted or top-dose-only effect, or another doubt; inactive means no such curve, though single readings can be large or run the other way;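 further: 0% = wells with enzyme and -100% = buffer wells without enzyme; nearly all actives have a fitted effect of over 50% in size; many of its hits are not listed in these tables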
# Target sequence (B2RXH2 1-337 limits assumed): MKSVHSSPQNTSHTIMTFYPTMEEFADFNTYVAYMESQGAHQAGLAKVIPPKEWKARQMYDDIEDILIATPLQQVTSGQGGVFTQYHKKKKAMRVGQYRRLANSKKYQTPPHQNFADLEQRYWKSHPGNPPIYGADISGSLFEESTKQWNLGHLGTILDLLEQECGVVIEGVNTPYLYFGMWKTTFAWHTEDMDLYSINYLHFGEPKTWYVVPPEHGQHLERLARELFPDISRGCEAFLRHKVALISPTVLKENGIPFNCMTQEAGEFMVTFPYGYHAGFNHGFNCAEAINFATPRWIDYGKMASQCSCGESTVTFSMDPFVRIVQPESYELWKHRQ
# Tau fluor counter – Counterscreen qHTS for Inhibitors of Tau Fibril Formation, Fluorescence Polarization | tau K18 P301L Alexa594 fluorescence, heparin fibrillization | Potency, µM (doses to about 57.7 µM), for the others: at the top dose activity change, negative = decrease | 280,000 compounds, 0.93% hits; further: on the % scale 0 is the no-effect control and ±100 the full control effect; nearly all actives have a fitted effect of over 55% in size
#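 Human tau K18 P301L (15 uM unlabeled, 0.24 uM Alexa 594-labeled) in 100 mM sodium acetate pH 7 with 20 uM heparin, 6 hr at 37 C. ThT 30 uM added, 1 hr ambient; Alexa 594 FP and total fluorescence read at 555/632 nm.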
# SMN2 splice up – qHTS Assay for Enhancers of SMN2 Splice Variant Expression | HEK293 SMN2-luciferase splicing reporter, luminescence, 30-36 h | Potency, µM (series often up to 46.1 µM), for the others: at the highest dose activity change, positive = activation, usual class: activators | 210,000 compounds, 2.8% hits | AID 1458, 2008; further: % of control where 0% means no effect; nearly all actives have a fitted effect of over 55% in size
#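 HEK293 cells carry an SMN2 […]–luciferase reporter in which exon 7 inclusion puts luciferase in frame. Cells were plated 10-12 h before compound addition, then incubated 30-36 h at 37C. ONE-Glo luminescence was read; sodium butyrate at 4.5 mM final served as control.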
# Tau fibril FP – qHTS for Inhibitors of Tau Fibril Formation, Fluorescence Polarization. K18 P301L tau heparin fibrillization, Alexa594 FP, 6 h. 280,000 compounds, 0.39% hits. Microtubule-associated protein tau (Homo sapiens), P10636. AID 1468, 2008. Potency, µM (highest dose often 57.7 µM), for inactives: top-dose activity, negative = inhibition, usual class: inhibitors; further: on the % scale 0 is the no-effect control and ±100 the full control effect; nearly all actives have a fitted effect of over 55% in size
# Target sequence (P10636 561-689 P618L limits assumed): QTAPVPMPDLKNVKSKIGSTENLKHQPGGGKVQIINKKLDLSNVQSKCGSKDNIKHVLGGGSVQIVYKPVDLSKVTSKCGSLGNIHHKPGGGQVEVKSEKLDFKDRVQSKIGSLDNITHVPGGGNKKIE
#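 Recombinant K18 P301L […], labeled with Alexa 594 at 0.24 uM over 15 uM unlabeled; heparin inducer 20 uM final; 37 C, 6 hr; FP endpoint.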
# HttQ103 aggreg – qHTS Multiplex Assay to Identify Dual Action Probes in a Cell Model of Huntington: Aggregate Formation (GFP). PC12 HttQ103-GFP aggregates, Acumen cytometry, 40 h. Potency, µM (series often up to 46.1 µM), inactives show top-dose activity change, negative = inhibition, hits mostly inhibitors. 220,000 compounds, 1.1% hits. AID 1688, 2009; further: on the % scale 0 is the no-effect control and ±100 the full control effect; nearly all actives have a fitted effect of over 60% in size
#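 Compounds (qHTS titration) were added to PC12 cells expressing an ecdysone-driven HTT exon 1 Q103–GFP fusion after induction with 100 nM tebufenozide. Aggregate formation was measured as GFP objects in cell lysates.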
# ALDH1A1 block – qHTS Assay for Inhibitors of Aldehyde Dehydrogenase 1 (ALDH1A1); Aldehyde dehydrogenase 1A1 (Homo sapiens), P00352; Purified ALDH1A1, NADH fluorescence, propionaldehyde substrate; Potency, µM (titrated, usually from 75.3 µM), for inactives: at the top dose activity, negative = inhibition, usual class: inhibitors; 220,000 compounds, 7.3% hits; active means well fitted inhibition curve with a large enough effect, not every such curve was filed as active; inconclusive means small, poorly fitted or top-dose-only effect, or another doubt; inactive means no such curve, though single readings can be large or run the other way;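 further: plate controls were no enzyme wells and a reference inhibitor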
# Target sequence (P00352 whole entry, looked up): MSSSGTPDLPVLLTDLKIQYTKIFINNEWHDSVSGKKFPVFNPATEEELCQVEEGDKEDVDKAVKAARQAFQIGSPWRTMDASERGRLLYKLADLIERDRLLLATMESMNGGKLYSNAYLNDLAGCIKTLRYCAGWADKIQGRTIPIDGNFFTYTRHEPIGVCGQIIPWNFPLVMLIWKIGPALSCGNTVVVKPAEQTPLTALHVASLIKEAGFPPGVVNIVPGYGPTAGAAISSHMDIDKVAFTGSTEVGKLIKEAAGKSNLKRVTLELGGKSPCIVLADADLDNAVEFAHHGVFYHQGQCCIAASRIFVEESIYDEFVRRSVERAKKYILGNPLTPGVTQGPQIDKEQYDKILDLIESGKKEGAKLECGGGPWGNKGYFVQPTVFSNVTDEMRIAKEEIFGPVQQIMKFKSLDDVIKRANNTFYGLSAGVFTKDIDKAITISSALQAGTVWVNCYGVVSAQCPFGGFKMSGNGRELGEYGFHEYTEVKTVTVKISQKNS
# Tau ThT inhib – qHTS for Inhibitors of Tau Fibril Formation, Thioflavin T Binding; Microtubule-associated protein tau (Homo sapiens), P10636; recombinant tau K18 P301L (four-repeat tau fragment), heparin-induced fibrillization, ThT fluorescence; Potency, µM (highest dose often 57.4 µM), for inactives: at the highest dose activity, negative = inhibition, actives largely listed as inhibitors; 270,000 compounds, 2.1% hits; further: on the % scale 0 is the no-effect control and ±100 the full control effect; nearly all actives have a fitted effect of over 55% in size
#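 Recombinant human tau K18 fragment […] carrying P301L, 15 uM unlabeled plus 0.24 uM Alexa 594-labeled, was fibrillized with 20 uM heparin in 100 mM sodium acetate pH 7 for 6 hr at 37 C; 30 uM ThT fluorescence read after 1 hr.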
# HTT ATP protect – qHTS Multiplex Assay to Identify Dual Action Probes in a Cell Model of Huntington: Cytoprotection (ATP); PC12 HTT-Q103 induced, cytoprotection, ATP luminescence, 40 h; Potency, µM (highest dose often 56.4 µM), without a hit: cytoprotection (ATP increase), actives largely listed as activators; 230,000 compounds, 0.14% hits; AID 1471, 2008;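 further: % of control where 0% means no effect; nearly all actives have a fitted effect of over 45% in size; toxic huntingtin expression switched on by the ecdysone agonist tebufenozide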
#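 PC12 cells stably carrying ecdysone-inducible Htt exon 1 (Q103)–GFP were induced with 100 nM tebufenozide (final) alongside library compounds in a dose series. Cytoprotection was scored as retained ATP by ATPlite luminescence.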
# Starred values were filed as active, the others as inactive; ? = inconclusive; . = no result given; & = joins results of further samples; [ ] = remark or other dose. Unless noted, the call rests on the fitted dose curve; in most records, active means well fitted curve in the direction sought with a large enough effect; inconclusive means small, poorly fitted or top-dose-only effect, or another doubt; inactive means no such curve, though single readings can be large; an effect the other way counts as inactive or inconclusive. Potency means the concentration at half of the fitted maximal effect. A portion of the library, so the mix of outcomes need not match the whole.
SMILES,KDM4E inh,Tau fluor counter,SMN2 splice up,Tau fibril FP,HttQ103 aggreg,ALDH1A1 block,Tau ThT inhib,HTT ATP protect
CC(C)Sc1oc(-c2ccco2)nc1S(=O)(=O)c1ccccc1,-4.3%,-9.2%,-1.7%,4.4%,-10.5%,?,-11.0%,-5.8%[10 µM]
COc1ccc(-c2ccc(CCC(=O)O)n2CC(=O)Nc2cccc(OC)c2)cc1,?,-15.4%,-4.5%,-0.4%,-8.1%,?,-17.3%,-28.9%
CCCn1c(NC(=O)C23CC4CC(CC(O)(C4)C2)C3)nc2ccccc21,-13.1%,-0.8%,-59.6%[inhibitor],3.0%,-6.2%,?,-1.5%,8.1%[10 µM]
CCC(C)(C)n1nnnc1CN(Cc1ccco1)Cc1cc2cc3c(cc2[nH]c1=O)OCO3,?,-9.4%,-2.9%,-18.4%,9.3%,?,?,-30.1%
CCN1CCC[C@@H](OC(=O)C(c2ccccc2)c2ccccc2)C1,1.6%[25.5 µM],.,-2.4%[20.6 µM],.,-2.4%[20.6 µM],6.5%[20.9 µM],.,?
COc1ccc(-n2nc(C(=O)Nc3ccc(OC)c(OC)c3)c3c4ccccc4n(C)c3c2=O)cc1,1.9%,-29.0%,-4.2%,-5.7%,24.1%,2.5%,-9.0%,-34.5%
CN(Cc1ccccc1)C(=O)CSc1nc(-c2ccc(F)cc2)cc(C(F)(F)F)n1,.,-13.9%,2.1%,3.3%,.,.,-10.4%,.
CCCCCc1cccnc1,8.7%,-1.1%,.,2.3%,10.0%[9.22 µM],6.2%,-4.6%,3.7%[10 µM]
CCCCOc1ccc(CC(=O)NCC(=O)O)cc1,0.1%,-1.0%,-7.9%,-1.0%,4.1%,?,3.9%,.
COC(=O)N/N=C/c1cccnc1,2.6%,4.4%,?,-11.1%,10.0%,10.6%,-0.1%,-7.9%[10 µM]
CCCN(CC1CCCO1)C(=O)CCc1nnc(-c2cc(C)on2)o1 (stereo unspecified),12.0%,-6.9%,.,-5.9%,-1.6%[9.22 µM],1.8%,-7.0%,4.3%[10 µM]
Cc1nc2cc(-c3cccs3)nn2c(NCC(C)(C)CN(C)C)c1C,?,-15.6%,.,6.3%,16.1%[9.22 µM],?,-6.9%,-7.4%[10 µM]
O=C(NCCOc1ccccc1)C(=O)NCC1CCCO1 (stereo unspecified),-15.6%,-6.6%,.,-5.3%,-11.6%[9.22 µM],11.1%,-6.3%,12.7%[10 µM]
Cc1nc(NC(=O)CCCC(=O)Nc2nc(C)c(C)s2)sc1C,2.4%,1.6%,10.6%,5.5%,-2.7%,-9.7%,-12.6%,-5.5%[10 µM]
Cc1c(C(=O)N/N=C/c2ccc(N3CCOCC3)cc2)nc2ccccn12,?,-7.3%,22.9%,2.8%,-2.2%,-20.3%,?,-52.3%[inhibitor]
O=C(COc1ccc2c(c1)CCC2)N1CCN(c2cccc(C(F)(F)F)c2)CC1,4.0%,-3.4%,-6.9%,8.3%,1.7%,4.7%,-15.6%,-14.2%[10 µM]
CCC(C)(C)n1nnnc1C(c1cc2cc3c(cc2[nH]c1=O)OCO3)N1CCCCC1 (stereo unspecified),?,0.3%,-8.2%,4.6%,-15.5%,?,-6.3%,-7.9%
O=C(O)c1cnc(-c2ccccc2)nc1Sc1ccccc1,0.7%,-5.9%,-11.6%,-0.4%,12.9%,-1.8%,0.6%,-17.2%
CC(C)=CCC/C(C)=C/COc1c2occc2cc2ccc(=O)oc12,?,-24.4%,.,-13.0%,.,8.91µM*,-15.3%,-5.8%[1.9 µM]
CN[C@H](CC(=O)O)C(=O)O,?,-6.5%&7.0%&-3.3%,4.5%&0.1%,-6.3%&-0.1%&2.7%,.,-15.0%&6.5%,-11.9%&7.9%&-5.4%,-15.2%
CCc1ccc(CNC(=O)C2CC(=O)N(CCc3ccc(C)cc3)C2)cc1 (stereo unspecified),-5.7%,-20.2%,-14.6%,-1.1%,8.8%,-4.9%,-15.8%,-1.8%[10 µM]
CCOC(=O)c1ccc(NC(=O)C(C)N2C(=O)c3ccccc3C2=O)cc1 (stereo unspecified),?,-11.2%,-14.7%,1.4%,6.1%,?,-7.7%,-15.6%
COc1ccc(-c2c(C(C)=O)c(C)nc3sc4c(=O)n(-c5ccc(C)cc5)nnc4c23)cc1,6.7%,-0.8%,-13.0%,-8.2%,4.7%,0.3%,-5.6%,-5.4%
Cc1onc(-c2ccccc2)c1C(=O)Nc1cccnc1,?,3.7%,6.4%,-14.5%,-18.4%,?,16.2%,-23.0%[10 µM]
CC(C)Cn1c(=O)c(C(=O)Nc2cnccn2)c(O)c2ccccc21,3.5%,-14.9%,4.1%,-3.6%,0.9%,-1.5%,-11.1%,0.9%[10 µM]
COc1ccccc1/C=C/C(=O)OCC(=O)NCc1ccco1,7.8%,1.8%,.,5.1%,14.7%,?,6.7%,20.9%[1.9 µM]
Cc1nc2cc(NS(=O)(=O)c3ccccc3)ccc2n1C,-5.5%,1.5%,-5.0%,4.0%,.,-5.0%,-4.7%,.
CCn1c(SCc2nc(CC(=O)Nc3ccccc3OC)no2)nnc1-c1cccs1,4.8%,-0.8%,-1.1%,4.0%,-5.4%,5.5%,-4.0%,-27.3%
CCNc1nc(SCCOc2ccc(Cl)cc2Cl)nc(N(C)C)n1,-7.0%,-24.6%,-4.1%,?,-20.5%,3.7%,?,-31.6%[inhibitor]
Cc1cc(-c2ccco2)n(-c2ccccc2)n1,?,-14.0%,-5.2%,?,19.2%,1.41µM*,31.6µM*,-14.3%[0.074 µM]
COc1ccc(OC2C(=O)N(c3ccc(C)c(C)c3)C2c2ccc(OC)c(OC)c2)cc1 (stereo unspecified),-7.4%,-19.9%,-38.0%[inhibitor],-6.4%,-5.9%,-1.2%,-8.1%,-2.1%[10 µM]
COc1ccc(C(CNC(=O)c2cc(F)c(F)c(F)c2F)N2CCOCC2)cc1 (stereo unspecified),-3.7%,-2.7%,8.5%,4.2%,-9.1%,3.2%,-7.6%,-52.3%
O=C(Nc1c(F)cc(F)cc1Br)c1cc(-c2ccco2)on1,-2.5%,-1.2%,-4.8%,6.7%,8.2%,-3.3%,-8.4%,-4.1%
Cc1ccc(CNC(=O)Nc2cccs2)cc1,11.2%,-19.9%,15.8µM*,-2.8%,14.6%,?,-13.3%,-28.5%
C=CCSc1nn2c(=O)c3ccccc3nc2s1,0.8%,-3.4%,?,1.1%,-6.4%,3.9%,-16.3%,-24.7%
O=C1Nc2ccccc2/C1=N\c1sc2c(c1C(=O)Nc1ccccc1)CCCC2,?,?,-20.9%,-8.7%,20.7%,25.1µM*,?,18.7%[10 µM]
Cc1cc[n+](CC(=O)Nc2nc3ccccc3s2)cc1,-4.7%,6.8%,0.8%,0.6%,.,3.3%,2.7%,.
O=C(CN1CCC(Cc2ccccc2)CC1)NC(=O)NCc1ccco1,-13.3%,-9.5%,-4.7%,-7.8%,18.8%,-68.3%,-13.0%,0.9%
CC(Cc1c[nH]c2ccccc12)NC(=O)C1CCCNC1=O (stereo unspecified),1.0%,4.8%,0.2%,-2.6%,11.8%,0.0%,3.0%,-9.2%[10 µM]
O=C(c1ccc(F)cc1F)N1CCCN(c2nc(-c3ccccc3)ns2)CC1,-0.7%,1.9%,.,4.2%,-5.4%[9.22 µM],.,.,2.8%[10 µM]
COc1ccccc1CNC(=O)COC(=O)c1cc(-c2ccco2)nc2ccccc12,?,-24.0%,9.5%,6.3%,3.2%,?,?,-14.4%
O=C(Nc1nc(-c2ccc(S(=O)(=O)N3CCOCC3)cc2)cs1)c1ccccc1,?,?,-60.3%[inhibitor],-10.6%,-26.5%,?,-1.6%,-29.4%
Cc1ccccc1-c1nnnn1C1CCS(=O)(=O)C1 (stereo unspecified),2.3%,7.6%,6.1%,1.4%,30.5%,0.7%,1.9%,1.2%[10 µM]
CCOc1cccc(CNc2ccc(O)cc2)c1OCc1ccc(Cl)cc1,-27.9%,?,-9.0%,12.6µM*,23.0%,2.24µM*,8.91µM*,-15.3%
CC(C)[C@H](NC(N)=O)C(=O)Nc1ccc2c(c1)CCC2,6.6%,-0.9%,-6.8%,-2.9%,-3.8%,9.3%,-5.3%,16.6%
FC(F)(F)c1nc2ccccc2n2c(-c3ccc(Cl)cc3)nnc12,?,3.5%,5.6%,3.8%,?,?,0.3%,-118.2%[inhibitor]
COC(=O)CNC(c1ccccc1)c1cc(Br)ccc1NC(=O)c1ccccc1 (stereo unspecified),.,-24.4%,-16.9%,-17.3%,.,.,-7.6%,.
COc1ccc(Cn2cnc3c(NS(C)(=O)=O)c(C)c(C)cc32)cc1,4.1%,-9.3%,-17.1%,8.0%,-32.3%,?,-13.7%,5.6%[10 µM]

# Only Tau fluor counter (three entries from above):
Molecule	Tau fluor counter
FC(F)(F)c1nc2ccccc2n2c(-c3ccc(Cl)cc3)nnc12	3.5%
COc1ccc(Cn2cnc3c(NS(C)(=O)=O)c(C)c(C)cc32)cc1	-9.3%
CCOc1cccc(CNc2ccc(O)cc2)c1OCc1ccc(Cl)cc1	?

# Source: PubChem (National Center for Advancing Translational Sciences (NCATS))
